Assay outcomes: PubChem, several laboratories
M5 ag = human M5 muscarinic receptor agonists, primary screen, CHO-K1 cells, Fluo-8 calcium fluorescence. 0.19% of 360,000 active. Muscarinic acetylcholine receptor M5 (Homo sapiens), P08912. activation, % at 3 µM. CHO-K1 hM5 cells; 0% DMSO wells, 100% maximal acetylcholine response;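 active = activation above the run's mean over test compounds plus 3 SD, cut at about 23% in these data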;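 also: signal is peak over basal fluorescence ratio across the kinetic read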
Target sequence (P08912 whole entry, looked up): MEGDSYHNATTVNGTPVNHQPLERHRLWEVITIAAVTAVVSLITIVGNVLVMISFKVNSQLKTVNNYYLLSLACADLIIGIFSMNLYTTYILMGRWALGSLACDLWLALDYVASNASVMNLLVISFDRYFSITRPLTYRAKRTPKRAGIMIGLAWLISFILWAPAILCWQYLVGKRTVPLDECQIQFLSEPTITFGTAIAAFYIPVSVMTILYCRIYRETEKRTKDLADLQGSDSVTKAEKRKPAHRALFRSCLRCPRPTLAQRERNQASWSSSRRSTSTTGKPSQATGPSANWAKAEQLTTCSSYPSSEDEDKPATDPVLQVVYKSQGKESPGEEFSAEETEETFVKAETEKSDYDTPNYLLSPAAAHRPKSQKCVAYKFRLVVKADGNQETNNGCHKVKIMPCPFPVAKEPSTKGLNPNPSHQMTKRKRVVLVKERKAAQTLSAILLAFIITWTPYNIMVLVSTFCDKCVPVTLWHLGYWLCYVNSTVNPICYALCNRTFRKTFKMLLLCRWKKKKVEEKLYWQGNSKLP
CHRM4 antagonist = human M4 muscarinic receptor antagonists, primary screen, CHO cells, Fluo-8 calcium fluorescence; CHO-hM4 cells, ACh EC80; inhibition, % at 3 µM; 0.73% of 360,000 active;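 active = inhibition above its plate's cutoff, the mean inhibition of sample wells plus 3 SD, cut at about 27% in these data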;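 also: 0% = acetylcholine EC80 with DMSO and 100% = DMSO without agonist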
Target sequence (P08173 whole entry, looked up): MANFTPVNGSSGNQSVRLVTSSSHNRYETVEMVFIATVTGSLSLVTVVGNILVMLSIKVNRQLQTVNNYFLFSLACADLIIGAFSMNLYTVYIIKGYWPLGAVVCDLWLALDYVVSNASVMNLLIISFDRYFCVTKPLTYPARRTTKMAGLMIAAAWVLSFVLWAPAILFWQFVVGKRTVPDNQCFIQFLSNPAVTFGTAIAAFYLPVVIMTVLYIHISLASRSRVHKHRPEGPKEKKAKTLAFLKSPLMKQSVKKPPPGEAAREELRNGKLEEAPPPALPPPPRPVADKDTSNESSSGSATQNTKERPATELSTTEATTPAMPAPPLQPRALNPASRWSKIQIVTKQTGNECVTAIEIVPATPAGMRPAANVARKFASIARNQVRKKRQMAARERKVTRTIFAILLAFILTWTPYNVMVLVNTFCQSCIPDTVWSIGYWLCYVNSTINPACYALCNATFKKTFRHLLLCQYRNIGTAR
CHRM4 PAM = human M4 muscarinic receptor positive allosteric modulators, primary screen, CHO-K1 cells, Fluo-8 calcium fluorescence; Muscarinic acetylcholine receptor M4 (Homo sapiens), P08173; CHO-K1 hM4/Gqi5, ACh EC20; 0% = ACh EC20, 100% = maximal ACh; activation, % at 3 µM; 0.4% of 360,000 active; AID 624126, 2012;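 active = activation above its plate's cutoff, the mean activation of sample wells plus 3 SD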; also: some results filed as inactive read as strong as hits
CRFBP-R2 agonist = agonists of CRF-BP/CRF-R2 complex, primary screen, cell-based, HEK293, calcium dye fluorescence, uHTS; 0.46% of 350,000 active; activation, % at 13.2 µM; CRF-binding protein / CRF receptor 2 complex (human); AID 588473, 2011; calcium dye fluorescence (FLIPR); percent of saturating CRF peptide response;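 active = activation of at least 50%, plus an integration ratio under a set limit after plate pattern correction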;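 also: plate controls were neutral control wells without compound for no effect and CRF at EC100 for full effect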
M1 PAM = human M1 muscarinic receptor positive allosteric modulators, primary screen, CHO-K1 cells, Fluo-8 calcium fluorescence, 1536-well; AID 588819, 2011; activation, % at 3 µM; CHO-K1 hM1, ACh EC20; 0% = ACh EC20, 100% = maximal ACh; 0.088% of 360,000 active; Muscarinic acetylcholine receptor M1 (Homo sapiens), P11229; in the data active = activation above about 19%, passing the limit was not always enough
M1 antag = human M1 muscarinic receptor antagonists, primary screen, CHO-K1 cells, Fluo-8 calcium fluorescence, 1536-well; Muscarinic acetylcholine receptor M1 (Homo sapiens), P11229; CHO-K1 hM1, ACh EC80 antagonist; inhibition, % at 3 µM; 1.3% of 360,000 active; AID 588852, 2011;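 active = percent inhibition above its own plate's cutoff, namely the mean of that plate's compound wells plus 3 SD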;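 also: peak over basal fluorescence ratio during 140 s after agonist addition; 0% = ACh EC80 plus DMSO and 100% = DMSO alone without agonist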
CHRM5 PAM = human M5 muscarinic receptor positive allosteric modulators, primary screen, CHO-K1 cells, Fluo-8 calcium fluorescence | activation, % at 3 µM | CHO-K1 hM5, ACh EC20 PAM; 0% = ACh EC20, 100% = ACh EC100 | 0.3% of 360,000 active;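 active = activation above the run cutoff, the mean activation of all test compounds plus 3 SD, cut at about 18% in these data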
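System: CHO-K1 hM5 cells. Reagent: acetylcholine, EC20 level. Compound dosing: single dose, 3 µM nominal final test concentration. Timing: Post-acetylcholine fluorescence recording 140 s. Detection: Fluo-8 calcium fluorescence. Read-out: % activation, ACh-normalized. Benchmarks: ACh EC20 and EC100 wells. Repeats: singlicate, one well per test compound.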
CHRM5 antagonist = human M5 muscarinic receptor antagonists, primary screen, CHO cells, Fluo-8 calcium fluorescence | AID 624040, 2012 | Muscarinic acetylcholine receptor M5 (Homo sapiens), P08912 | inhibition, % at 3 µM | CHO-hM5 cells, ACh EC80 | 0.59% of 360,000 active;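 active = inhibition above a per-plate cutoff, the mean of that plate's test compounds plus 3 SD, cut at about 27% in these data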;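 also: 0% = acetylcholine EC80 with DMSO and 100% = DMSO without agonist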
M4 ag = human M4 muscarinic receptor agonists, primary screen, CHO-K1 cells, Fluo-8 calcium fluorescence. Muscarinic acetylcholine receptor M4 (Homo sapiens), P08173. CHO-K1 hM4/Gqi5; vehicle 0%, full acetylcholine response 100%. activation, % at 3 µM. 0.14% of 360,000 active. AID 624127, 2012;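 active = activation above the run mean over all test wells plus 3 SD, cut at about 32% in these data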;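 also: peak over basal fluorescence ratio per well then scaled between controls; 0% = DMSO wells and 100% = acetylcholine at EC100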
* = called active by the depositor.

Screening CCN1CCN(CCCNC(=O)c2ccc3c(Cl)c4c(nc3c2)CCCC4)CC1 returned M5 ag -6, CHRM4 antagonist 6, CHRM4 PAM -2, CRFBP-R2 agonist 0.2, M1 PAM -7, M1 antag 7, CHRM5 PAM -2, CHRM5 antagonist -3 and M4 ag 0.
O=C(N=Nc1c(O)[nH]c2ccccc12)c1cc(-c2ccc(F)cc2)n[nH]1 was read as M5 ag -3, CHRM4 antagonist -2, CHRM4 PAM -1, CRFBP-R2 agonist -2.1, M1 PAM 4, M1 antag 4, CHRM5 PAM 3, CHRM5 antagonist 1 and M4 ag 0.
`N#CCC(=O)Nc1ncc(Cc2ccccc2Cl)s1` gave M5 ag 3, CHRM4 antagonist 1, CHRM4 PAM -7, CRFBP-R2 agonist -0.8, M1 PAM 1, M1 antag 5, CHRM5 PAM 2, CHRM5 antagonist -3 and M4 ag 1.
COc1ccc(NC(=O)COC(=O)c2ccc(-n3cnnn3)cc2)c([N+](=O)[O-])c1 was read as M5 ag 3, CHRM4 antagonist -18, CHRM4 PAM 12, CRFBP-R2 agonist 1.6, M1 PAM 2, M1 antag -4, CHRM5 PAM 10, CHRM5 antagonist 6 and M4 ag 1.
For O=C(N/N=C/c1ccc(OC(=O)c2ccccc2)cc1)c1ccc(CN2CCOCC2)cc1 the results were M5 ag 3, CHRM4 antagonist 1, CHRM4 PAM -5, CRFBP-R2 agonist 6.0, M1 PAM -4, M1 antag 5, CHRM5 PAM -16, CHRM5 antagonist -2 and M4 ag 6.
Screening Cc1cccc2c1cnn2C(=O)Nc1ccccc1Br returned M5 ag -2, CHRM4 antagonist -1, CHRM4 PAM -1, CRFBP-R2 agonist 0.4, M1 PAM -2, M1 antag 9, CHRM5 PAM 0, CHRM5 antagonist -2 and M4 ag -1.
For CCOC(=O)C[C@H]1c2ccccc2S(=O)(=O)N1Cc1cc(OC)c(OC)c(OC)c1 the results were M5 ag -2, CHRM4 antagonist -6, CHRM4 PAM 16, CRFBP-R2 agonist -0.5, M1 PAM 7, M1 antag 2, CHRM5 PAM 2, CHRM5 antagonist 3 and M4 ag 4.
CCOC(=O)Cc1csc(NC(=S)NC(=O)c2ccc([N+](=O)[O-])cc2)n1 was read as M5 ag 0, CHRM4 antagonist -3, CHRM4 PAM 3, CRFBP-R2 agonist 18, M1 PAM 8, M1 antag -10, CHRM5 PAM -1, CHRM5 antagonist -5 and M4 ag 2.
For CC1CN(C(=S)Nc2ccc(Cl)cc2)CC(C)O1 (centres undefined) the results were M5 ag -1, CHRM4 antagonist -11, CHRM4 PAM -2, CRFBP-R2 agonist -0.5, M1 PAM 4, M1 antag -4, CHRM5 PAM -1, CHRM5 antagonist 7 and M4 ag 1.
Screening COc1ccc(C(C(=O)NC(C)(C)C)N(C(=O)CNC(=O)c2cccs2)c2ccc(NC(C)=O)cc2)cc1OC (centres undefined) returned M5 ag 2, CHRM4 antagonist -1, CHRM4 PAM 2, CRFBP-R2 agonist 1.5, M1 PAM 6, M1 antag -2, CHRM5 PAM 3, CHRM5 antagonist -1 and M4 ag 1.
For CCOc1ncccc1C(=O)NNC(=O)c1csc(N2CCOCC2)n1 the results were M5 ag 5, CHRM4 antagonist -7, CHRM4 PAM 4, CRFBP-R2 agonist 2.3, M1 PAM 9, M1 antag -16, CHRM5 PAM -7, CHRM5 antagonist 7 and M4 ag 2.
Screening O=C(CSc1cccc2cccnc12)Nc1ccccc1F returned M5 ag -2, CHRM4 antagonist -3, CHRM4 PAM -4, CRFBP-R2 agonist 1.3, M1 PAM 16, M1 antag -18, CHRM5 PAM 15, CHRM5 antagonist 3 and M4 ag 0.
Screening Cc1ccc(C(=O)NCC(=O)N(C)CC(=O)Nc2c(Cl)cccc2Cl)s1 returned M5 ag 2, CHRM4 antagonist -13, CHRM4 PAM 12, CRFBP-R2 agonist 0.6, M1 PAM 13, M1 antag -14, CHRM5 PAM -3, CHRM5 antagonist 11 and M4 ag 1.
`CSc1ccc(OC2(C)CCN(Cc3ccc(OC(C)C)cc3)C2)cc1` (centres undefined) gave M5 ag -1, CHRM4 antagonist -13, CHRM4 PAM -10, M1 PAM -10, M1 antag -2, CHRM5 PAM -5, CHRM5 antagonist -11 and M4 ag 4.
COc1ccc(S(=O)(=O)N2CN(CCc3ccc(OC)c(OC)c3)c3nc4ccccc4nc32)cc1 was read as M5 ag 1, CHRM4 antagonist 8, CHRM4 PAM 5, CRFBP-R2 agonist -0.9, M1 PAM 8, M1 antag -13, CHRM5 PAM 0, CHRM5 antagonist 5 and M4 ag 0.
`CC(=O)Nc1c2c(nn1-c1ccc(C)cc1C)CS(=O)C2` (centres undefined) gave M5 ag -6, CHRM4 antagonist 4, CHRM4 PAM 10, CRFBP-R2 agonist 0.4, M1 PAM 11, M1 antag -6, CHRM5 PAM 3, CHRM5 antagonist 4 and M4 ag 1.
Screening COc1ccc(NC(=O)C2CCCCN2CC(=O)OCc2ccccc2)cc1OC (centres undefined) returned M5 ag -2, CHRM4 antagonist 9, CHRM4 PAM -3, CRFBP-R2 agonist -0.2, M1 PAM 0, M1 antag -21, CHRM5 PAM -4, CHRM5 antagonist 2 and M4 ag 1.
Screening NNC(=O)C1CC1c1ccccc1 (centres undefined) returned M5 ag 1, CHRM4 antagonist 2, CHRM4 PAM 13, CRFBP-R2 agonist -0.8, M1 PAM 5, M1 antag -3, CHRM5 PAM -3, CHRM5 antagonist 4 and M4 ag -2.
COCCCNC(=O)Cn1nnc(-c2ccccc2NC(=O)c2ccc(F)cc2)n1 was read as M5 ag 0, CHRM4 antagonist -3, CHRM4 PAM 3, CRFBP-R2 agonist -3.6, M1 PAM 3, M1 antag -2, CHRM5 PAM -1, CHRM5 antagonist -2 and M4 ag 0.
`CC(=O)N/C(=C\c1ccccc1)C(=O)OCC(=O)NC(C)C12CC3CC(CC(C3)C1)C2` (centres undefined) gave M5 ag -2, CHRM4 antagonist -3, CHRM4 PAM 3, CRFBP-R2 agonist -2.6, M1 PAM 4, M1 antag -5, CHRM5 PAM -2, CHRM5 antagonist 7 and M4 ag 1.
Screening CC(C)(C)NC(=O)NC(=O)COC(=O)CCC1CCCC1 returned M5 ag -2, CHRM4 antagonist 1, CHRM4 PAM 7, CRFBP-R2 agonist 1.0, M1 PAM -8, M1 antag -8, CHRM5 PAM -9, CHRM5 antagonist 14 and M4 ag 0.
For CN(C(=O)c1cccc(NC(=O)Cc2cccc(NC(=O)C3CCN(C(=O)c4ccccc4)CC3)c2)c1)C1CCCC1 the results were M5 ag 0, CHRM4 antagonist -7, CHRM4 PAM 3, CRFBP-R2 agonist 1.4, M1 PAM 8, M1 antag -14, CHRM5 PAM 3, CHRM5 antagonist -3 and M4 ag 0.
CCCn1c(/N=C/c2ccccc2O)nc2ccccc21 was read as M5 ag -5, CHRM4 antagonist 4, CHRM4 PAM 1, CRFBP-R2 agonist -2.0, M1 PAM 8, M1 antag -10, CHRM5 PAM -5, CHRM5 antagonist 3 and M4 ag 0.
`Cc1ccc(S(=O)(=O)Nc2ccccc2CNc2cccc(C)n2)cc1` gave M5 ag -6, CHRM4 antagonist -1, CHRM4 PAM -8, CRFBP-R2 agonist 0.5, M1 PAM -13, M1 antag 12, CHRM5 PAM -11, CHRM5 antagonist 6 and M4 ag -1.
For O=S(=O)(NCc1cccnc1)c1cc(Cl)ccc1Cl the results were M5 ag 0, CHRM4 antagonist 9, CHRM4 PAM -4, CRFBP-R2 agonist -1.2, M1 PAM 14, M1 antag -15, CHRM5 PAM -2, CHRM5 antagonist -1 and M4 ag 1.
For CCOC(=O)CN=C1CC(C)(C)CC2=C1Sc1ncnc(N(C)C)c1N2 the results were M5 ag 4, CHRM4 antagonist -7, CHRM4 PAM -2, CRFBP-R2 agonist 2.6, M1 PAM 2, M1 antag -2, CHRM5 PAM 4, CHRM5 antagonist 2 and M4 ag 3.
For Cc1cc(C)n2nc(C(=O)NC(C)(C)C)nc2n1 the results were M5 ag 2, CHRM4 antagonist 9, CHRM4 PAM -6, CRFBP-R2 agonist 2.0, M1 PAM 0, M1 antag 4, CHRM5 PAM -6, CHRM5 antagonist 6 and M4 ag 0.
For CC(=O)N1c2ccc(S(=O)(=O)NCC3CCC(C(=O)NCc4ccco4)CC3)cc2CC1C (centres undefined) the results were M5 ag -7, CHRM4 antagonist -5, CHRM4 PAM -3, CRFBP-R2 agonist -0.5, M1 PAM 1, M1 antag 4, CHRM5 PAM -11, CHRM5 antagonist 14 and M4 ag 1.
`COc1cccc(OCC(O)CN2CCN(c3ccc(F)cc3)CC2)c1` (centres undefined) gave M5 ag -7, CHRM4 antagonist -1, CHRM4 PAM -1, CRFBP-R2 agonist -1.8, M1 PAM 5, M1 antag -11, CHRM5 PAM -3, CHRM5 antagonist 7 and M4 ag 1.
Screening CC(C)(C)c1csc(NC(=O)C2=COCCO2)n1 returned M5 ag -7, CHRM4 antagonist 2, CHRM4 PAM -2, CRFBP-R2 agonist -4.1, M1 PAM -15, M1 antag 40*, CHRM5 PAM -6, CHRM5 antagonist 1 and M4 ag 0.
`Cc1ccc(NC(=S)NCCCN2CCOCC2)cc1` gave M5 ag -1, CHRM4 antagonist 2, CHRM4 PAM 6, CRFBP-R2 agonist 1.6, M1 PAM -1, M1 antag 8, CHRM5 PAM 2, CHRM5 antagonist 7 and M4 ag 1.
Screening O=C(NCCNc1ccccc1[N+](=O)[O-])c1cc(F)c(F)cc1Cl returned M5 ag -2, CHRM4 antagonist 4, CHRM4 PAM 4, CRFBP-R2 agonist -0.4, M1 PAM 11, M1 antag -7, CHRM5 PAM 1, CHRM5 antagonist 5 and M4 ag 1.
For Cc1ccc(S(=O)(=O)NC(CC(=O)O)c2ccc(F)cc2)cc1 (centres undefined) the results were M5 ag 1, CHRM4 antagonist 1, CHRM4 PAM 0, CRFBP-R2 agonist 0.6, M1 PAM 7, M1 antag -9, CHRM5 PAM 0, CHRM5 antagonist 2 and M4 ag 0.

Of the compounds above, these contain a thiophene ring, fused or not:
Screening COc1ccc(C(C(=O)NC(C)(C)C)N(C(=O)CNC(=O)c2cccs2)c2ccc(NC(C)=O)cc2)cc1OC (centres undefined) returned M5 ag 2, CHRM4 antagonist -1, CHRM4 PAM 2, CRFBP-R2 agonist 1.5, M1 PAM 6, M1 antag -2, CHRM5 PAM 3, CHRM5 antagonist -1 and M4 ag 1.
Screening Cc1ccc(C(=O)NCC(=O)N(C)CC(=O)Nc2c(Cl)cccc2Cl)s1 returned M5 ag 2, CHRM4 antagonist -13, CHRM4 PAM 12, CRFBP-R2 agonist 0.6, M1 PAM 13, M1 antag -14, CHRM5 PAM -3, CHRM5 antagonist 11 and M4 ag 1.
